FN deposition inh = fibronectin deposition inhibition; inhibition, % at 12.6 µM; AH1F fibroblasts, Alexa488-fibronectin deposition fluorescence, overnight; 350,000 compounds, 0.086% hits; AID 743247;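 active = mean inhibition across replicates of 30% or more, regardless of how many single replicates reach that level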;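 also: positive control wells lacked labelled fibronectin entirely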
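Material: AH1F fibroblasts assembling fluorescent fibronectin matrix; amount: 10000 AH1F cells/well; medium: DMEM, 2% serum; reagent: Alexa488-fibronectin, 24 nM final in well; dosing: single compound dose, delivered by pin transfer; incubation: 1 h adhesion, overnight exposure; detection: fluorescence after three HBSS washes, excitation 485 nm, emission 525 nm; measure: fibronectin deposition inhibition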
EWS-Fli inh = blocks EWS/Fli oncoprotein-driven transcription; A673 NR0B1-luciferase reporter, viability-normalised; inhibition, % at 12.6 µM; 350,000 compounds, 0.67% hits; AID 651661;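 active = mean inhibition of at least 50% after viability correction, with every replicate also passing that limit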;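 also: firefly luciferase signal divided by Alamar Blue viability fluorescence both relative to DMSO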
LGR2 inh = inhibitors of bursicon-induced Drosophila LGR2 receptor cAMP signaling | HEK293 LGR2, CRE-luciferase, bursicon-stimulated, 4 h | inhibition, % at 9.99 µM | 380,000 compounds, 0.35% hits;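 active = drop in luminescence signal, shown as inhibition above about 50% in the replicate tests, limit read from the data, passing the limit was not always enough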;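 also: agonist challenge used bursicon conditioned medium at about half maximal strength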
PAX8 reporter = PAX8 transcriptional activity inhibition. RMG-I TPO-luciferase reporter, SteadyGlo, 24 h. 360,000 compounds, 1.2% hits. inhibition, % at 12.6 µM;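 active = mean replicate inhibition at least 60% with every replicate also reaching 60%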;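 also: luciferase light reporting Pax8 driven TPO promoter activity; plate controls were median of neutral control wells for no effect and mitoxantrone controls for full effect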
PglD inh = PglD (C. jejuni) enzyme inhibition; inhibition, % at 12.5 µM; AID 602405; purified PglD enzyme, DTNB colorimetric CoA detection; 360,000 compounds, 0.098% hits; in the data active = inhibition above about 16%, passing the limit was not always enough; also: strong numbers were not always called active
ERAP1 HTS inh = blocks human ERAP1 aminopeptidase activity; recombinant ERAP1, Leu-AMC fluorescence, 60 min; Q9NZ08; inhibition, % at 10.7 µM; 340,000 compounds, 0.15% hits;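 active = mean replicate inhibition of at least 30%, or all replicates individually reaching that 30% level; inactive = mean below 30% and not every replicate reaching it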;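 also: 0% = neutral control wells and 100% = L-leucinethiol positive control wells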
Target sequence (Q9NZ08 whole entry, looked up): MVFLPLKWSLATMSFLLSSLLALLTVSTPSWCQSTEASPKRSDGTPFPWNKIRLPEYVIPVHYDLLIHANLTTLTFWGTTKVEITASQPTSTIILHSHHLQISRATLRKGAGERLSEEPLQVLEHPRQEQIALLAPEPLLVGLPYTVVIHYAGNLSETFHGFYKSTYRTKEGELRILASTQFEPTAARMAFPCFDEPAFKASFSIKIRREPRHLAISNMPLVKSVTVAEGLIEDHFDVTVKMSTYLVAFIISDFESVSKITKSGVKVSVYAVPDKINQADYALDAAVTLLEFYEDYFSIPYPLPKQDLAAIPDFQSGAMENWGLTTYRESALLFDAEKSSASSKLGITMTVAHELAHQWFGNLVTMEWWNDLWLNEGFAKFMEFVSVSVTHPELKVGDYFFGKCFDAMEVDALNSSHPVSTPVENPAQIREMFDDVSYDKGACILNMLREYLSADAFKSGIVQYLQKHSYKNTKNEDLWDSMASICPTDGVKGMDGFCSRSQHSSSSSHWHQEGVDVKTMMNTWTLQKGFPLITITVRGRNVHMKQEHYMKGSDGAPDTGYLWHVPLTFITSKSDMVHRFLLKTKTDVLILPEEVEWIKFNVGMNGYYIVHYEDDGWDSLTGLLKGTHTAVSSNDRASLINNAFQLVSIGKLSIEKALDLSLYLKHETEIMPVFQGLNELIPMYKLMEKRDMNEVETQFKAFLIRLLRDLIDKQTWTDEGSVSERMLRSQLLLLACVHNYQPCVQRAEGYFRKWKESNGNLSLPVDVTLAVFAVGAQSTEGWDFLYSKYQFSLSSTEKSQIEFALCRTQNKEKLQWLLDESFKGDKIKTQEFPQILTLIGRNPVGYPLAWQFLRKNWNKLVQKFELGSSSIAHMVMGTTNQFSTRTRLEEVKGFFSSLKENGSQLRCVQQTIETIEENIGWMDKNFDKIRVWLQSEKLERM
PGC1a acetyl inh = lowers PGC1a acetylation signal in U2OS cells; AlphaScreen anti-acetyl-lysine; with virally co-expressed GCN5 acetyltransferase; inhibition, % at 15.6 µM; 350,000 compounds, 0.17% hits; AID 651687;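 active = every replicate shows inhibition of at least 40%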;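 also: 0% = neutral control wells and 100% = positive control wells; some results beyond the cut were filed as inactive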
S100A4 MyoIIA = inhibitors of human S100A4 binding to myosin IIA peptide. inhibition, % at 10.7 µM. 360,000 compounds, 0.14% hits. P26447. AID 652163. S100A4/TAMRA-MyoIIA peptide fluorescence polarization;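 active = mean inhibition of at least 70% across replicates, with every replicate also reaching that level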
Target sequence (P26447 whole entry, looked up): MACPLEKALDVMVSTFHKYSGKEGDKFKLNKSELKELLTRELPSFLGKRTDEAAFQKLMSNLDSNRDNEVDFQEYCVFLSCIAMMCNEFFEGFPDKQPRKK
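Compound dosing: one dose per compound; test system: human S100A4 monomer with TAMRA-labelled myosin IIA peptide; probe or stimulus: TAMRA-labelled myosin IIA heavy-chain peptide probe, 5 nM; medium: HEPES buffer with Ca2+, pH 7.2; schedule: 5 min incubation before reading; benchmarks: neutral control DMSO, positive control TFP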
The depositor's hits bear a star.

What do the screens show for `CC(=O)N1CC2(C1)[C@H](c1ccccc1)[C@@H](CO)N2S(=O)(=O)c1ccccc1`?
EWS-Fli inh: 0; LGR2 inh: 3; PAX8 reporter: -7; ERAP1 HTS inh: -1; PGC1a acetyl inh: 6; S100A4 MyoIIA: -8

Results for Cc1nc(C(=O)N2CCCC(Nc3ccc(C)c(C)c3)C2)cs1 (stereo unspecified) ?
FN deposition inh: 6; EWS-Fli inh: 7; LGR2 inh: 31; PAX8 reporter: 1; PglD inh: 0; ERAP1 HTS inh: -1; PGC1a acetyl inh: -2; S100A4 MyoIIA: 11

Results for COc1cccc(-c2cc3nc(NCc4ccccc4F)n(C)c(=O)c3s2)c1 ?
FN deposition inh: -1; EWS-Fli inh: -25; PAX8 reporter: -1; PglD inh: 4; ERAP1 HTS inh: 1; S100A4 MyoIIA: 3

What do the screens show for `O=C1OCCC1Sc1nc2ccccc2c(=O)n1Cc1ccccc1` (stereo unspecified)?
EWS-Fli inh: -4; LGR2 inh: 5; PAX8 reporter: -5; ERAP1 HTS inh: 6; S100A4 MyoIIA: -24

How did COc1ccc(CNc2nc(-c3cccnc3)nn2C(=O)C(C)C)cc1 do in these assays?
FN deposition inh: 7; EWS-Fli inh: -1; LGR2 inh: 17; PAX8 reporter: -11; ERAP1 HTS inh: -1; PGC1a acetyl inh: -2; S100A4 MyoIIA: -2

What do the screens show for `CN(C)C(=O)C(=O)c1cccn1-c1ccccc1C#N`?
FN deposition inh: -4; PAX8 reporter: 2; PglD inh: -2; PGC1a acetyl inh: 1

What do the screens show for `CN(C)C(=O)c1cc(C(=O)c2c(F)cccc2F)c[nH]1`?
FN deposition inh: -3; EWS-Fli inh: -4; LGR2 inh: -5; PAX8 reporter: -24; PglD inh: -3; ERAP1 HTS inh: -1; PGC1a acetyl inh: 5; S100A4 MyoIIA: 3

What do the screens show for `CN(C)c1ccc(CNn2cnnc2SCC(=O)NC(C)(C)C)cc1`?
FN deposition inh: 4; EWS-Fli inh: -15; LGR2 inh: -6; PAX8 reporter: -5; ERAP1 HTS inh: 4; PGC1a acetyl inh: 1; S100A4 MyoIIA: 3

How did COc1cc2c(cc1OC)CN(C(=O)[C@@H]1[C@H]3C(=O)O[C@H](c4ccccc4)[C@H](c4ccccc4)N3[C@H](c3ccc(O)cc3)[C@@]13C(=O)Nc1ccccc13)CC2 do in these assays?
EWS-Fli inh: 18; PAX8 reporter: -5; PglD inh: 5; ERAP1 HTS inh: -3; S100A4 MyoIIA: 65

What do the screens show for `CCCc1cn(CC[C@H]2CC[C@@H](NC(=O)Cc3cccnc3)[C@H](CO)O2)nn1`?
FN deposition inh: 0; EWS-Fli inh: 2; LGR2 inh: -5; PAX8 reporter: -2; PglD inh: -1; ERAP1 HTS inh: -1; PGC1a acetyl inh: 0; S100A4 MyoIIA: 5

What do the screens show for `NC(=O)C1CCN(C(=O)c2ccc3ccccc3c2)CC1`?
FN deposition inh: -1; EWS-Fli inh: -26; LGR2 inh: -4; PAX8 reporter: -27; PglD inh: 5; ERAP1 HTS inh: -6; PGC1a acetyl inh: -10; S100A4 MyoIIA: -2

What do the screens show for `CCN(CC)c1ccc(/C=N/n2c(=S)[nH]nc(C)c2=O)cc1`?
LGR2 inh: -28; PglD inh: 6; ERAP1 HTS inh: 5; S100A4 MyoIIA: -4

What do the screens show for `O=C(CN1CCOCC1)NN1CC(=O)N(c2ccc(Cl)cc2)CC1=O`?
FN deposition inh: 4; EWS-Fli inh: 3; LGR2 inh: 14; PAX8 reporter: -3; ERAP1 HTS inh: -3; PGC1a acetyl inh: -9; S100A4 MyoIIA: 0

Results for Cc1ccc(S(=O)(=O)N(C)C[C@H]2OCc3cnnn3CCCC(=O)N([C@H](C)CO)C[C@@H]2C)cc1 ?
FN deposition inh: -14; EWS-Fli inh: -17; LGR2 inh: 10; PAX8 reporter: 6; PGC1a acetyl inh: 1

How did Cc1ccc(NC(=O)CN(C)C(=O)Cc2coc3cc(C)c(C)cc23)cc1 do in these assays?
EWS-Fli inh: 1; LGR2 inh: -29; PAX8 reporter: 16; PglD inh: -1; ERAP1 HTS inh: -2; PGC1a acetyl inh: -14; S100A4 MyoIIA: -3

What do the screens show for `COCC(=O)Nc1ccc2c(c1)C(=O)N(C)[C@H]1CC[C@@H](CC(=O)NCCc3ccccc3)O[C@H]1CO2`?
FN deposition inh: -18; EWS-Fli inh: 0; LGR2 inh: 3; PAX8 reporter: -3; PglD inh: 0; ERAP1 HTS inh: 2; PGC1a acetyl inh: -5; S100A4 MyoIIA: 2

Results for CCOC(=O)c1c(-c2ccc(C)s2)csc1NC(=O)c1cccs1 ?
FN deposition inh: -18; PAX8 reporter: -12; PglD inh: 2; PGC1a acetyl inh: 2

Results for CCc1ccc(NC(=O)CNC(=O)[C@@H]2Cc3ccccc3CN2)cc1 ?
FN deposition inh: 3; LGR2 inh: 0; PAX8 reporter: -9; PglD inh: -5; ERAP1 HTS inh: -3; PGC1a acetyl inh: 4; S100A4 MyoIIA: -1

What do the screens show for `Cc1ccc(CNC(=O)C2CCN(S(=O)(=O)N3CCCCC3)CC2)cc1`?
FN deposition inh: -9; EWS-Fli inh: 3; LGR2 inh: 7; PAX8 reporter: -1; PglD inh: 1; ERAP1 HTS inh: -2; PGC1a acetyl inh: -4; S100A4 MyoIIA: -5

What do the screens show for `CC(C)=CCN1CCN(Cc2cccc3c2OCO3)CC1CCO` (stereo unspecified)?
FN deposition inh: 0; EWS-Fli inh: 8; LGR2 inh: -6; PAX8 reporter: 3; ERAP1 HTS inh: 0; PGC1a acetyl inh: 5; S100A4 MyoIIA: -9

2 compounds drawn at random from the list so far, as already listed:
Results for COc1cccc(-c2cc3nc(NCc4ccccc4F)n(C)c(=O)c3s2)c1 ?
FN deposition inh: -1; EWS-Fli inh: -25; PAX8 reporter: -1; PglD inh: 4; ERAP1 HTS inh: 1; S100A4 MyoIIA: 3

Results for Cc1ccc(S(=O)(=O)N(C)C[C@H]2OCc3cnnn3CCCC(=O)N([C@H](C)CO)C[C@@H]2C)cc1 ?
FN deposition inh: -14; EWS-Fli inh: -17; LGR2 inh: 10; PAX8 reporter: 6; PGC1a acetyl inh: 1

Next part.
What do the screens show for `COc1ccc(C(C)(O)c2nc(-c3ccoc3)cs2)cc1` (stereo unspecified)?
FN deposition inh: 13; EWS-Fli inh: 0; LGR2 inh: 0; PAX8 reporter: 9; PglD inh: 8; ERAP1 HTS inh: 1; PGC1a acetyl inh: 2; S100A4 MyoIIA: -3

What do the screens show for `C[C@H]1CN([C@@H](C)CO)S(=O)(=O)c2ccc(-c3ccccc3)cc2O[C@H]1CN(C)C(=O)Nc1ccccc1F`?
FN deposition inh: 0; EWS-Fli inh: -3; LGR2 inh: 3; PglD inh: 0; ERAP1 HTS inh: -3; PGC1a acetyl inh: 4; S100A4 MyoIIA: -14

How did C[C@H](CO)N1C[C@H](C)[C@@H](CN(C)Cc2cncnc2)Oc2cc(C3=CCCCC3)ccc2S1(=O)=O do in these assays?
EWS-Fli inh: 10; LGR2 inh: 15; PglD inh: -5; ERAP1 HTS inh: 1; PGC1a acetyl inh: -8; S100A4 MyoIIA: -39

What do the screens show for `CC(C)NC(=O)N(C)C[C@H]1OCc2ccccc2-c2c(n(C)c3ccccc23)C(=O)N([C@@H](C)CO)C[C@@H]1C`?
FN deposition inh: -1; EWS-Fli inh: 4; LGR2 inh: 10; PglD inh: -1; ERAP1 HTS inh: 1; PGC1a acetyl inh: -5; S100A4 MyoIIA: 11

Results for COCCNC(=O)Nc1ccc2nc(-c3ccco3)c(-c3ccco3)nc2c1 ?
FN deposition inh: 2; EWS-Fli inh: -14; LGR2 inh: 15; PAX8 reporter: -2; ERAP1 HTS inh: 31*; PGC1a acetyl inh: 4; S100A4 MyoIIA: -3

Results for O=C(C[C@@H]1C[C@H]2c3cc(NC(=O)Nc4ccc(C(F)(F)F)cc4)ccc3O[C@H]2[C@@H](CO)O1)NCc1ccc(Cl)cc1 ?
EWS-Fli inh: 9; LGR2 inh: 2; PAX8 reporter: 9; PglD inh: -1; ERAP1 HTS inh: 0; PGC1a acetyl inh: 4; S100A4 MyoIIA: 15

Results for COCC(=O)N(C)C[C@@H]1Oc2ncc(-c3ccccc3C)cc2C(=O)N([C@H](C)CO)C[C@@H]1C ?
FN deposition inh: -1; EWS-Fli inh: -27; LGR2 inh: 13; PglD inh: 1; ERAP1 HTS inh: -3; PGC1a acetyl inh: -2; S100A4 MyoIIA: 1

How did O=C(C[C@H]1C=C[C@@H](NC(=O)c2ccccc2)[C@H](CO)O1)NCCc1ccncc1 do in these assays?
FN deposition inh: -7; EWS-Fli inh: 2; LGR2 inh: 19; PAX8 reporter: -3; PglD inh: -2; ERAP1 HTS inh: 1; PGC1a acetyl inh: 0; S100A4 MyoIIA: 4

How did CN(C(=O)c1cccc(NC(=O)Cc2ccc([N+](=O)[O-])cc2)c1)C1CCCCC1 do in these assays?
FN deposition inh: -20; EWS-Fli inh: 18; LGR2 inh: 0; PAX8 reporter: 33; PglD inh: 0; ERAP1 HTS inh: 2; S100A4 MyoIIA: -8

How did O=C(CNC(=S)N(CCCN1CCOCC1)Cc1cccs1)N1CCCC1 do in these assays?
FN deposition inh: 6; EWS-Fli inh: 0; LGR2 inh: -17; PAX8 reporter: 12; PglD inh: -1; ERAP1 HTS inh: 6; PGC1a acetyl inh: 6; S100A4 MyoIIA: -5

Results for O=C(C1COc2ccccc2O1)N1CCN(c2ccccn2)CC1 (stereo unspecified) ?
FN deposition inh: 2; EWS-Fli inh: -8; LGR2 inh: -3; PAX8 reporter: -13; PglD inh: 0; ERAP1 HTS inh: 0; S100A4 MyoIIA: 1

What do the screens show for `O=C(O/N=C1\CCS(=O)(=O)c2sccc21)C1CC1`?
FN deposition inh: -3; EWS-Fli inh: 3; LGR2 inh: 23; PAX8 reporter: 6; ERAP1 HTS inh: 6; PGC1a acetyl inh: -4; S100A4 MyoIIA: -4

Results for COc1ccc(-n2nnnc2C(c2ccnc3ccccc23)N2CCN(C/C=C/c3ccccc3)CC2)cc1 (stereo unspecified) ?
FN deposition inh: 5; EWS-Fli inh: 9; LGR2 inh: 12; PAX8 reporter: 14; PglD inh: 5; ERAP1 HTS inh: 2; PGC1a acetyl inh: 13; S100A4 MyoIIA: 1

How did C=CCNC(=S)N1N=C(c2ccco2)CC1c1ccco1 (stereo unspecified) do in these assays?
FN deposition inh: -1; EWS-Fli inh: 8; LGR2 inh: 14; PAX8 reporter: 9; PglD inh: -13; ERAP1 HTS inh: -3; S100A4 MyoIIA: 1

Results for O=C(NCc1ccccc1)c1ccc(-c2ccccc2F)o1 ?
EWS-Fli inh: -115; LGR2 inh: -74; PglD inh: 12; ERAP1 HTS inh: -3; PGC1a acetyl inh: -9; S100A4 MyoIIA: 1

Results for CC1(Cc2cc(Cl)ccc2C(F)(F)F)C(=O)Nc2cc(C(F)(F)F)ccc21 (stereo unspecified) ?
EWS-Fli inh: 21; LGR2 inh: 1; PAX8 reporter: 48; PglD inh: 0; ERAP1 HTS inh: -1; PGC1a acetyl inh: -9; S100A4 MyoIIA: -4

What do the screens show for `CCC(=O)NNc1nc2c(C)c(C)ccc2s1`?
FN deposition inh: 0; EWS-Fli inh: -15; LGR2 inh: 12; PAX8 reporter: -3; PglD inh: -1; ERAP1 HTS inh: -1; S100A4 MyoIIA: 0

Results for C/C(N)=C(/C#N)C(=O)COC(=O)c1cc2c(s1)CCCC2 ?
FN deposition inh: -5; EWS-Fli inh: -2; LGR2 inh: -64; PAX8 reporter: -72; ERAP1 HTS inh: 4; PGC1a acetyl inh: 9; S100A4 MyoIIA: -1

Screening data deposited in PubChem by Broad Institute.
